Screens as filed in PubChem BioAssay.
KDM5B inhibitor = Primary screen for KDM5B Histone Demethylases FDH-coupled qHTS; 2.6% of 220,000 active; Lysine-specific demethylase 5B (Homo sapiens), Q9UGL1; KDM5B demethylase, FDH-coupled NADH fluorescence (FDH is formaldehyde dehydrogenase); Potency, µM (series often up to 57.7 µM), for the others: at the top dose activity change, negative = inhibition, most hits filed as inhibitors; active = well fitted inhibition curve with a large enough effect; inconclusive = small, poorly fitted or top-dose-only effect; inactive = no such curve, though single readings can be large or run the other way; note: 0% is about no effect; nearly all actives have a fitted effect of over 70% in size
Target sequence (Q9UGL1 whole entry, looked up): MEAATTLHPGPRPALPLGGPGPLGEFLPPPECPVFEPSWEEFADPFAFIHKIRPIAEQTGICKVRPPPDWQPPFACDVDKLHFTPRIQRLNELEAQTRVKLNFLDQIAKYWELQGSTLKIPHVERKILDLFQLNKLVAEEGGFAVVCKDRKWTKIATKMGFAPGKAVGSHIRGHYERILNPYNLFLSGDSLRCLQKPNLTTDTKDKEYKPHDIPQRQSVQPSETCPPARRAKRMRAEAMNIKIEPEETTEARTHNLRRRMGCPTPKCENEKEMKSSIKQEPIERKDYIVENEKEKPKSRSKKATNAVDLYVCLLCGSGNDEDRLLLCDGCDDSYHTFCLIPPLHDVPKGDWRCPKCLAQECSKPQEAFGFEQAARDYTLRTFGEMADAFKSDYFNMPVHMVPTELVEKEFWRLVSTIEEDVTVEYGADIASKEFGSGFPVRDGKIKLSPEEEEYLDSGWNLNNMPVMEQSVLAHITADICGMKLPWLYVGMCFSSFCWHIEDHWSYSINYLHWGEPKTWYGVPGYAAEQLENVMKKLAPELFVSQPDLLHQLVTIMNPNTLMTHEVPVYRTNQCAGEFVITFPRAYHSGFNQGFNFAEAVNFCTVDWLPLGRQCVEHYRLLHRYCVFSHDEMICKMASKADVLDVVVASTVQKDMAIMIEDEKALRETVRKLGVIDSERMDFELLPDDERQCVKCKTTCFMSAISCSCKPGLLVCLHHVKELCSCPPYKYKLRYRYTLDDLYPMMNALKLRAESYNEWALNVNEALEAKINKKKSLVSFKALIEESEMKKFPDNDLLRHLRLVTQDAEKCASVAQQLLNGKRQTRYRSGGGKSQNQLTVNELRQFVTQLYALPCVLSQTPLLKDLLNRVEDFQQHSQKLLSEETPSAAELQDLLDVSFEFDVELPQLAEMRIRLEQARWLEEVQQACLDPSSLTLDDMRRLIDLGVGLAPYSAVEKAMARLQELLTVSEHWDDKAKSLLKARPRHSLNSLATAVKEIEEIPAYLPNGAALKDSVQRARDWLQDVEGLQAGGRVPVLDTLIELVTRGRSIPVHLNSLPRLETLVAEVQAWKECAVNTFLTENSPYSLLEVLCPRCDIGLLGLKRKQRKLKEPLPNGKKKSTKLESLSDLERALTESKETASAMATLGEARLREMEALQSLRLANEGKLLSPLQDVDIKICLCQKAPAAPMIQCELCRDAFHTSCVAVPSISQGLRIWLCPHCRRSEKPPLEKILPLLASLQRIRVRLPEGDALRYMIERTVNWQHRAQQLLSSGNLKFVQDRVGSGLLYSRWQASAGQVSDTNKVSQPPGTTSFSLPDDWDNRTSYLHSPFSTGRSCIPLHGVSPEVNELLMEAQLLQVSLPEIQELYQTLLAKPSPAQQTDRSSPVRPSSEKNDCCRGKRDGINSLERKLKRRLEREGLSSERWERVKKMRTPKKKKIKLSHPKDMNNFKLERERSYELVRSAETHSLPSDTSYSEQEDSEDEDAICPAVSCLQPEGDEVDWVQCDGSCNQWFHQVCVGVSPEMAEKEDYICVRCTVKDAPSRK
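Here, H3K4me3 peptide (12.5 µM in substrate mix) is demethylated by KDM5BΔAP, 200 nM final, after 10 min compound exposure. Formaldehyde product is coupled through FDH (0.25 U/mL in mix) to NADH fluorescence; 30-min ΔRFU feeds dose-response curves.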
* = called active by the depositor; i = inactive; ? = inconclusive; & = joins results of further samples; [ ] = another dose, or the depositor's remark. Potency is the fitted concentration of half-maximal effect. This is a subset, so the mix of outcomes need not match the whole.

molecule | KDM5B inhibitor
O=C(c1nnn2cc(-c3ccc(F)cc3)[nH]c(=O)c12)N1CCCCC1 | ?
COc1cc2c(cc1OC)C1C(C(=O)Nc3ccccc3N3CCN(C)CC3)c3ccccc3C(=O)N1CC2 (centres undefined) | -6.9%
O=C1CCN(S(=O)(=O)c2ccccc2)CCCN(C(=O)CC2CCCCC2)CCN1 | 10.9%
COc1ccc(-c2cc(C(=O)NCC(O)CO)c3ccccc3n2)cc1 (centres undefined) | ?
O=C1Nc2ccccc2OCC12CCN(Cc1ccccc1)CC2 | -19.7%[86.2 µM]
COc1ccc(OC)c(-c2cc(C(=O)O)c3cccc(C)c3n2)c1 | -23.5%
CCOc1cc(CNC(=O)c2ncoc2-c2cccc(Cl)c2)ccc1OC | 1.1%
O=C(NCC(O)c1ccccc1)C1CCC(CNS(=O)(=O)c2ccc(Cl)cc2)CC1 (centres undefined) | 21.9%
COc1ccc(C(=O)O/N=C(\N)c2ccccn2)cc1 | -5.0%
CCC(=O)N1CCC(N(C(=O)COC)C2CCOCC2)CC1 | 19.9%
COc1cc2c(cc1OC)CN(C(=O)CN(Cc1ccccc1)S(=O)(=O)c1ccccc1)CC2 | -1.9%
COc1ccc(C(C(=O)O)N2CCN(C(=O)c3ccco3)CC2)c(OC)n1 (centres undefined) | -35.5%
O=C(NCc1ccc(C(=O)N2CCCCCC2)cc1)c1cc2ccccc2oc1=O | 7.7%
O=C(/C=C/c1cccc2cccnc12)OCc1cc(-c2ccc(Cl)cc2)no1 | 20.5%
CCCc1ccccc1OCCNS(=O)(=O)c1cc2c(cc1C)OCC(=O)N2 | 3.3%

5 compounds already listed, ordered by molar mass, lowest first:
molecule | KDM5B inhibitor
O=C1Nc2ccccc2OCC12CCN(Cc1ccccc1)CC2 | -19.7%[86.2 µM]
CCOc1cc(CNC(=O)c2ncoc2-c2cccc(Cl)c2)ccc1OC | 1.1%
O=C(/C=C/c1cccc2cccnc12)OCc1cc(-c2ccc(Cl)cc2)no1 | 20.5%
CCCc1ccccc1OCCNS(=O)(=O)c1cc2c(cc1C)OCC(=O)N2 | 3.3%
COc1cc2c(cc1OC)CN(C(=O)CN(Cc1ccccc1)S(=O)(=O)c1ccccc1)CC2 | -1.9%

(further entries)
molecule | KDM5B inhibitor
O=C(CCc1nc2ccccc2n1-c1ccccc1)NCc1ccccc1F | 8.3%
O=C(CSc1ccc2c(c1)OCCCO2)Nc1ccc2c(c1)CCC2 | 3.8%
O=C(Cn1c(=O)nc(-c2ccccc2)c2cc(Cl)ccc21)N1CCN(c2ccccc2F)CC1 | -14.8%
COCCN1CN=C(NS(=O)(=O)c2ccc(C)cc2)NC1 | -24.2%
CN(c1ccccc1)c1cc(=O)c2ccnc(NCC3CCOCC3)c2o1 | -27.0%[86.2 µM]
c1cc(-c2nc3c([nH]2)CNCC3)c2cccnc2c1 | -33.7%
CCOc1ccc(CNC(=O)CCS(=O)(=O)c2ccc3c(c2)oc(=O)n3C)cc1 | ?
COc1cccc(-n2c(=O)c3c(C)c(C(=O)N(C)C)sc3n(Cc3ccc(F)cc3Cl)c2=O)c1 | 3.3%
Cc1[nH]c2ccccc2c1C(=O)C(=O)N1CCC(C(=O)N2CCCC2)CC1 | 4.9%
O=C(Cn1nc2c(cc1=O)CCCC2)N1CCN(Cc2ccccc2Cl)CC1 | -14.7%
O=C(NCc1ccco1)C1CCN(C(=O)c2ccc(Cl)cc2Cl)CC1 | -5.3%
COc1ccccc1Nc1c2c(nc3ccc(NC(=O)/C=C/c4cccc(OC)c4OC)cc13)CCCC2 | ?
COc1ccc(C)cc1NC(=O)CCC[C@@H]1[C@H]2CCCN3CCC[C@@H](CN1C)[C@@H]23 | -1.0%
O=C1Nc2ccccc2O[C@H]2C[C@@H]1N(Cc1ccc3ccccc3n1)C2 | ?
CNC(=O)c1cc2cc(-c3c(C)noc3C)nc(-c3ccccc3OC)c2o1 | ?

(continued)
molecule | KDM5B inhibitor
COc1cccc(N2C(=O)N[C@@H]3CCN(C(=O)c4cccs4)[C@@H]3C2=O)c1 | -18.7%[86.2 µM]
COc1ccc(CNC(=O)C(F)(F)F)cc1 | 0.9%
O=C(CC1COCCN1C(=O)CCc1cccnc1)N1CCC(F)CC1 (centres undefined) | 32.0%
CCCCCCCCCCCCS(=O)(=O)CC(Cl)CO (centres undefined) | 11.8%
COc1ccc2cc(CNc3ccc(OC)c(OC)c3)c(=O)n(CC(=O)Nc3ccc(C)cc3)c2c1 | ?
COc1ccc(-c2nc(Cn3c(SCc4cccc(F)c4)nc4cccnc43)c(C)o2)cc1 | ?
CCc1cccc(NC(=O)c2nc3ccccc3nc2N2CCCC2)c1 | -3.6%
CC(C)Oc1ccc(CNC(=O)CCC2CCN(C(=O)c3ccccc3)CC2)cc1 | -3.0%
O=C(O)CCC1NC(=O)N(CCc2c[nH]c3ccc(F)cc23)C1=O (centres undefined) | 22.4%
CC(=O)N1CCN(C(=O)CCn2c(-c3ccccc3)cc3ccccc32)CC1 | i
CCOC(=O)N1CCC(NC(=O)C(CC)n2nc(C)c3sc4ccccc4c3c2=O)CC1 (centres undefined) | -2.4%
CCCCCCCCCC(=O)NN=C1CCCCCCCCCCC1 | 10.3%
O=C(O)C1(Oc2ccccc2)CCN(c2cc(NCCO)ncn2)CC1 | 6.0%
Cc1ccc(NC(=S)Nc2ccc(S(=O)(=O)Nc3ccccc3)cc2)cc1 | 7.3%
Cc1ccc(C(=O)N2C[C@@H](CO)[C@H](c3ccccn3)C2)cc1F | 12.9%

(list continues)
molecule | KDM5B inhibitor
COC(=O)C1=CN(CC(=O)Nc2ccc(F)cc2F)S(=O)(=O)N=C1C | -9.6%
COc1cccc(CNC(=O)C(C)(C)C2CCOCC2)c1OC | -20.5%
Cc1cccc(C)c1NC(=O)COC(=O)C1C2CC3OC(=O)C1C3C2 (centres undefined) | 23.8%
O=C(NC1CCCCC1)N1C[C@@H]2C[C@H](C1)c1c(NS(=O)(=O)c3ccccc3)ccc(=O)n1C2 | 83.3%[activator]
Cn1c(=O)c2nc(SCC(=O)O)n(Cc3ccccc3)c2n(C)c1=O | 2.7%
CCCNC(=O)CCNC(=O)NCc1nc2c(cnn2-c2ccccc2)c(=O)[nH]1 | 3.1%
CCN(CC)c1ccc(C(=O)NCc2nnc3cc(-c4nc(C(C)C)no4)ccn23)cc1 | ?
O=C(Cc1ccccn1)N1CCC(N2CCCNC2=O)CC1 | 18.9%[86.2 µM]
COc1cccc(CN2CCCC3(CCN(C(=O)c4cnc(C)cn4)C3)C2)c1 (centres undefined) | -18.8%
CSc1ncc(C(=O)Nc2ccc(Cl)cc2)c(C(F)(F)F)n1 | -8.7%
COc1cccc(CN2Cc3cc(NC(=O)c4ccc(F)cc4F)ccc3OC(C)C2=O)c1 (centres undefined) | ?
Cc1ccc(S(=O)(=O)N2CCC(Oc3ncccc3C(=O)N(C)C)C2)cc1Cl (centres undefined) | 12.8%
Cc1[nH]c2ccccc2c1C(=O)CN1C(=O)CC2(CCCC2)C1=O | 15.2%
CC(NC(=O)CSc1nnnn1-c1ccc(O)cc1)c1ccc2c(c1)CCCC2 (centres undefined) | ?
Cc1ccc(C=Nc2ccc(-c3ccc(N=Cc4ccc(C)s4)cc3)cc2)s1 | -7.5%

(listing goes on)
molecule | KDM5B inhibitor
O=C(CC1COCCN1)N(Cc1cccnc1)Cc1cccnc1 (centres undefined) | -24.4%
O=C1NC(=NC2CCCC2)C2(CCN(Cc3ccsc3)C2)N1c1cccnc1 (centres undefined) | -30.5%[115 µM]
O=C(c1nnn2c1COC(c1ccc(Cl)cc1)C2)N1CCN(C(=O)c2c(F)cccc2F)CC1 (centres undefined) | -9.3%
CCCNC(=O)N[C@@H]1CCC[C@@H](C(=O)NCc2cc(C)on2)CC(=O)N(C)C1 | -20.0%[86.2 µM]
Cc1cc(C)c(NC(=O)Cn2ccn(-c3cccc(Cl)c3)c(=O)c2=O)c(C)c1 | -26.8%
Cc1cc(C(=O)N2CCCCCC2)sc1C | 5.4%
CCCCCCC(=O)Nc1cc2nc3c(nc2cc1C)c(=O)n(C)c(=O)n3C | -6.1%
CCOc1ccc(NC(=O)Cc2ccc(NC(=O)N3CCCCc4ccccc43)cc2)cc1 | -11.5%
Cc1nc(-c2c3n(c(=O)n(CC(=O)NCc4ccc5c(c4)OCO5)c2=O)CCCC3)no1 | 13.6%
COc1ccc(N2CC3CCC(C2)N3Cc2ccc(C#N)cc2)cc1 | ?
CCOc1cc(/C=C/C(=O)O)ccc1OCCOc1ccccc1 | -28.8%
CC(=O)Nc1cccc(-n2nnnc2SCc2nc3ccccc3[nH]2)c1 | -7.2%
Cc1ccccc1CN1C(=O)C(O)(CC(=O)c2cccnc2)c2ccccc21 (centres undefined) | 27.2%
CCN(CC)CCCOC(=O)c1ccc(OC)cc1O | 24.1%
O=C(Nc1cc(F)c(F)c(F)c1)N1CCC(OC2CCN(Cc3ccccc3)CC2)CC1 | 1.8%

Remaining list, next part:
molecule | KDM5B inhibitor
Cc1cc(C)c(C)c(S(=O)(=O)N2CCN(C(=O)Cc3c(C)nn(C)c3C)CC2)c1C | 17.2%
CCc1ccc(NC(=O)C(C#N)=C2CCC(C(C)(C)C)CC2)cc1 (centres undefined) | -1.8%
CC(C)(C)OC(=O)N1CCC(c2nnc(SCc3ccccc3)o2)CC1 | ?
Cc1ccc(/C(O)=C2\C(=O)C(=O)N(CCCO)C2c2ccc(Cl)cc2)cc1 (centres undefined) | 12.5%
Cc1cc(C[C@@H]2COC[C@@H]2NC(=O)CCCn2cncn2)on1 | -4.9%
NC(=O)C1(N2CCCCC2)CCN(C(=O)c2cc3n(n2)CC(c2ccc(Cl)cc2)OC3)CC1 (centres undefined) | 4.4%
O=C(C1CC1)N1CCC(Cc2nc(C3CCOCC3)no2)CC1 | -14.2%
CCC1=C(C(=O)OC)C(c2ccccc2)N2C(CC(=O)N3CCOCC3)=CSC2=N1 (centres undefined) | ?
COc1ccccc1/C=C/C=C1\Oc2c(ccc(O)c2CN(C)C)C1=O | ?
Cn1c(C(=O)NCCCc2nnc(N)s2)cc(=O)n(C)c1=O | ?
COc1cc(C2CC(=O)Nc3c2cnn3-c2nc3ccccc3s2)cc(OC)c1O (centres undefined) | -27.8%
COc1ccc2ccc(OC(=O)CCNC(=O)C(C)(C)C)cc2c1 | 7.6%
Cc1nn(CC(=O)NC2CCCCCC2)c(=O)c2nc(C(C)C)sc12 | 8.1%
CC(C(=O)NCc1ccccc1Cl)N(c1ccccc1)S(C)(=O)=O (centres undefined) | 8.5%
CCn1ccc(C(=O)N2CCN(c3ccccc3OC)CC2)n1 | 19.1%

(more compounds)
molecule | KDM5B inhibitor
COc1ccc(-c2nnc3ccc(N4CCc5ccccc5CC4)nn23)nc1 | ?
O=C(CCOc1cc(Cl)ccc1Cl)Nc1ccc(-n2cnnn2)cc1 | 7.1%
O=C(CCc1ncc(-c2c(F)cccc2F)o1)Nc1ccncc1 | 5.8%
CN(CCc1noc(C(=O)NCc2ccc(F)cc2)n1)C(=O)Nc1cccc(Br)c1 | 10.3%
Cc1cc(C(=O)N2CCC(N3C(=O)C(OCC4CC4)C34CCOCC4)CC2)n(C)n1 (centres undefined) | -7.8%
Cc1ccc(CNC(=O)c2c[nH]n3c(=O)c(Cc4ccc(F)cc4Cl)c(C)nc23)cc1 | 13.3%
COc1cccc([S+](=O)([O-])N2CCC3(C2)C(=NC2CCCCC2)NC(=O)N3c2cccnc2)c1 (centres undefined) | 20.7%[115 µM]
CN(C)S(=O)(=O)c1cccc(NC(=O)c2nn(Cc3ccccc3)c(=O)c3ccccc23)c1 | -18.3%
CCOc1ccc(CCN2CN(C3CCCCC3)CNC2=S)cc1OCC | 20.9%
CS(=O)(=O)c1ccc(C(=O)Nc2c(Cl)cc(NC(=O)c3ccco3)cc2Cl)cc1 | 5.6%
OC(CC#CCN1CCC(c2ccccc2)C1)(c1ccccc1)c1ccccc1 (centres undefined) | -4.7%
Cc1ccc(CN2CCCN(C(=O)c3nn(C)c(=O)c4ccccc34)CC2)cc1 | 15.0%
CCc1nnc(NC(=O)c2cccc3ncccc23)s1 | 8.3%
Cc1ccc(C(=O)N2CCC(C)CC2)cc1NC(=O)c1nsc2ccccc12 | ?
O=C1NCc2ccccc2CC12CCCN2Cc1cccc(O)c1 (centres undefined) | -6.9%[149 µM]

Other structures:
molecule | KDM5B inhibitor
O=C(NCCCSc1ccccc1)c1cc(Br)ccc1O | ?
Cc1ccc2nc(C)c(C(=O)N(C)CCOc3ccccc3F)cc2c1 | -0.6%
CCCCN(CCCC)C(=O)c1cc2c(=O)n3cccc(C)c3nc2s1 | ?
O=C(O)CCNC(=O)c1cc(C2CC2)nc2ccccc12 | ?
Cc1cc(O)c2c(CN3CCN(Cc4ccccc4)CC3)cc(=O)oc2c1 | 5.0%&4.9%
COc1ccc(-c2ccc3nnc(CNC(=O)c4cc(F)ccc4F)n3n2)cc1 | 28.2µM*
CN(c1ccccc1)S(=O)(=O)c1ccc(C(=O)OCn2nnc3ccccc3c2=O)cc1 | -2.1%
COCCN1C(=O)c2cccn2CC1CNC(=O)CCC1CCCC1 (centres undefined) | -2.0%
COC(=O)C1C(=O)CC(C)(O)C(C(=O)OC)C1c1ccc(C)cc1 (centres undefined) | 18.7%

As entered above:
CN(c1ccccc1)S(=O)(=O)c1ccc(C(=O)OCn2nnc3ccccc3c2=O)cc1 in KDM5B inhibitor reads -2.1%
COc1ccc(-c2ccc3nnc(CNC(=O)c4cc(F)ccc4F)n3n2)cc1 in KDM5B inhibitor reads 28.2µM*
COC(=O)C1C(=O)CC(C)(O)C(C(=O)OC)C1c1ccc(C)cc1 (centres undefined) in KDM5B inhibitor reads 18.7%
COCCN1C(=O)c2cccn2CC1CNC(=O)CCC1CCCC1 (centres undefined) in KDM5B inhibitor reads -2.0%
